# Compound activity deposited in PubChem BioAssay by National Center for Advancing Translational Sciences (NCATS).
# PI5P4Ka inh = PI5P4K alpha (human) kinase inhibition. PI5P4Kalpha enzyme, ADP-Glo luminescence, 60 min; hits give low values. P48426. AID 652105. actives 1.2% (n = 330,000). max response, %; active = max response of -50% or lower; inconclusive = between -30% and -50%; inactive = -30% or higher; note: value at the top dose of about 77 µM; % is set by controls: 0 for no effect and ±100 for the full control effect
# Target sequence (P48426 whole entry, looked up): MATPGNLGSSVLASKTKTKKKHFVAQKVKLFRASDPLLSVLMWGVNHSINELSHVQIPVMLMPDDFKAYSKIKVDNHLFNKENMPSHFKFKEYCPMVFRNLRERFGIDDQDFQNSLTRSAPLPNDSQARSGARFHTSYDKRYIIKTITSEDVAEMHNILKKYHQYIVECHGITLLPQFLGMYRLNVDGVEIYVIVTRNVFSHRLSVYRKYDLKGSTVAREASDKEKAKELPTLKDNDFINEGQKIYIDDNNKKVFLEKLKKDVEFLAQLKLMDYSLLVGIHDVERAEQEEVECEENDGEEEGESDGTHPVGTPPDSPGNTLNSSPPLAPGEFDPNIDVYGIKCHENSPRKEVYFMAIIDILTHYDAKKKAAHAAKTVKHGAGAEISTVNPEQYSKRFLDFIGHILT
#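 Enzyme plus substrate dispensed, test compounds pinned in, then ATP (5 microM final) added. After 60 min at RT, ADP-Glo reagent 1 for 45 min and reagent 2 for 30 min preceded luminescence imaging.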
# CCT modulator = cytosolic chaperonin activity modulation; activity change, % (concentration not given with the values), hits read low; actives 0.3% (n = 360,000); AID 651819; purified chaperonin ATPase assay, HTRF ADP detection, 30 min; in the data active = activity change below about -30%; note: % is set by controls: 0 for no effect and ±100 for the full control effect
#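 First, chaperonin was dispensed at 40 nM or 20 nM final depending on batch activity. Next, compounds were pinned at 76 uM and ATP added at 10 uM. After 30 min at 37 °C, ADP detection reagents ran 30 min at ambient temperature.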
# EPAC1 antag = blocks human EPAC1 exchange factor. O95398. EPAC1 GEF assay, Rap1b-BODIPY-GDP exchange fluorescence. Potency, µM (top dose mostly 115 µM), for the others: at the top dose activity change, negative = inhibition, usual class: inhibitors. actives 0.14% (n = 360,000). AID 720709;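 note: potency is the fitted concentration of half-maximal effect; plate controls were vehicle for no effect and positive control for full effect; nearly all actives have a fitted effect of over 50% in size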
# EPAC1 ag = agonists of human EPAC1; actives 0.073% (n = 360,000); AID 720707; EPAC1 agonist qHTS, biochemical assay; response scale: 100% = response to 6.5 mM cAMP; Potency, µM (highest dose often 154 µM), inactives show at the highest dose activation, most hits filed as activators; O95398; note: potency is the fitted concentration of half-maximal effect; nearly all actives have a fitted effect of over 60% in size
#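 Normalized to 6.5 mM cAMP, activity reflects EPAC1-catalysed release of BODIPY-GDP from Rap1B, followed kinetically over 30 min at 480 nm excitation, 540 nm emission. Reaction contained 100 nM EPAC1, 250 nM Rap1B-BODIPY-GDP, 50 uM GDP.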
# WRN helicase inh = blocks human WRN helicase. Q14191. WRN helicase unwinding, fluorescent forked duplex, kinetic. Potency, µM (highest dose often 114 µM), for the others: at the top dose activity change, negative = inhibition, most hits filed as inhibitors. actives 0.46% (n = 360,000); note: potency is the fitted concentration of half-maximal effect; % is set by controls: 0 for no effect and ±100 for the full control effect; nearly all actives have a fitted effect of over 55% in size
#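 Fluorescence dequenching readout, ex 525 nm/em 598 nm, kinetic mode: forked duplex DNA (100 nM final) with adjacent fluorophore and quencher unwound by WRN (20 nM final) with 2 mM ATP. Compound preincubation 15 min, room temperature.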
# PLK1 PBD block = PLK1 (human) polo-box domain binding inhibition; P53350; Plk1 PBD binding of FITC phosphopeptide, fluorescence polarization; Potency, µM, for the others: max response, negative = inhibition, most hits filed as inhibitors; actives 2.8% (n = 360,000); note: potency is the fitted concentration of half-maximal effect; series mostly up to about 57 µM; % is set by controls: 0 for no effect and ±100 for the full control effect; nearly all actives have a fitted effect of over 65% in size
# Target sequence (P53350 whole entry, looked up, the tested form may be a part): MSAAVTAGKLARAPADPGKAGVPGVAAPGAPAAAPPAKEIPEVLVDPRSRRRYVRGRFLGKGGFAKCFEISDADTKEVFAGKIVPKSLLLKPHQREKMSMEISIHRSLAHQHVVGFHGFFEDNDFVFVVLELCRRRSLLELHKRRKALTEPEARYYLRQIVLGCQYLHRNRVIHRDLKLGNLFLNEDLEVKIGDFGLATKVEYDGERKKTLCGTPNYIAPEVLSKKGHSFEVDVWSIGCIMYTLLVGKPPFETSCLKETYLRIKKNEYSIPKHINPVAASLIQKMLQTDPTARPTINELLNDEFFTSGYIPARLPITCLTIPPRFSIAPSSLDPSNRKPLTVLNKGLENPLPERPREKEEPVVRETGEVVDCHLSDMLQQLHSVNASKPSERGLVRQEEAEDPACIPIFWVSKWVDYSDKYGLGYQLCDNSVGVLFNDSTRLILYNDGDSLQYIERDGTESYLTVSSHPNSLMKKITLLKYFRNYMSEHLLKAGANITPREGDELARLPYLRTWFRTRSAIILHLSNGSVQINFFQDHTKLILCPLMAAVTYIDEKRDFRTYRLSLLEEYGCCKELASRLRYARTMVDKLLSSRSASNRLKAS
# IL2 activator = activates IL-2 in a cell-based reporter assay | activation, % (series mostly up to about 46 µM) | actives 0.065% (n = 360,000) | AID 652025 | IL-2 activation reporter assay, cell-based qHTS; stimulated with anti-CD3/CD4/CD28 beads; in transgenic mouse T cells; in the data active = activation above about 50%; inconclusive = mostly about 30% to 49%; note: 0% is about no effect
#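 Unstimulated transgenic mouse T cells preincubated 60 min with compound, then stimulated with anti-CD3/anti-CD4-coated beads plus anti-CD28 for 18 h at 37 degrees C. IL-2 response read as EGFP and DsRed fluorescence by plate cytometry.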
# EPAC2 agonist = EPAC2 (human) agonism; EPAC2 activation, biochemical qHTS; response scale: 100% = 6.5 mM cAMP response; Q8WZA2; Potency, µM (top dose mostly 154 µM), without a hit: top-dose activation, hits mostly activators; actives 0.079% (n = 360,000); AID 720711; note: potency is the fitted concentration of half-maximal effect; nearly all actives have a fitted effect of over 50% in size
#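 Setup: EPAC2 100 nM, labeled Rap1B complex 250 nM, free GDP 50 uM. Compound titrations pinned in, brief spin, 5 min room temperature incubation. Kinetic fluorescence read over 30 min, normalized to 6.5 mM cAMP.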
# * marks the source's active call; other numbers are inactive results; ? = inconclusive; / = not tested or not shown; [ ] = dose if it differs, or a comment. Unless noted, calls come from the whole dose curve; as a rule, active = well fitted curve in the direction sought with a large enough effect; inconclusive = small, poorly fitted or top-dose-only effect, or another doubt; inactive = no such curve, though single readings can be large; an effect the other way counts as inactive or inconclusive. These rows are one share of the data, so the mix of outcomes need not match the whole.
# Each structure is followed by: PLK1 PBD block, EPAC1 ag, EPAC1 antag, PI5P4Ka inh, WRN helicase inh, CCT modulator, EPAC2 agonist, IL2 activator
- Cc1cccc(NP(=O)(Oc2ccccc2)Oc2ccccc2)c1C
 : -4%, -7%, -2%, 15, 0%, 1.0, 16%, -3.3
- COc1ccc(Br)cc1CNCCc1ccc2c(c1)OCO2
 : -7%, 13%, -6%, 3, -4%, -0.1, 7%, -1.6
- C=CCN1C(=O)NC(=O)/C(=C/c2ccc(OC)c(COc3ccc(NC(C)=O)cc3)c2)C1=O
 : 11µM*, -1%, -2%, -66*, 45µM*, -0.3, 7%, 1.3
- O=C1C2CCCC1C(N1CCCC1)CC2 (stereo not drawn)
 : -23%, 0%, -7%, -1, -7%, -1.1, 13%, -2.1
- Cc1ccc(-n2nc(C)c3c2NC(=O)CSC3c2ccc3c(c2)OCO3)cc1 (stereo not drawn)
 : ?, 1%, -11%, -18, -23%[57.1 µM], -2.9, 4%, -0.1
- CCN1C(=O)NC(=O)/C(=C\c2cn(CC(=O)N3CCCCC3)c3ccccc23)C1=O
 : ?, -10%, -3%, -15, -12%, -4.1, 0%, 6.3
- CCN(CC)C(=O)c1ccc(NC(=O)COc2ccccc2F)cc1
 : -8%, -1%, -11%, -5, -4%, 0.5, 3%, 0.1
- O=c1[nH]c2ccccc2n1C1CCN(C(c2ccccc2OC(F)(F)F)c2nnnn2Cc2ccccc2)CC1 (stereo not drawn)
 : -4%, -6%, -11%, 5, -11%, 0.2, -2%, -0.9
- CC(C)CC1(CCc2ccccc2)C(=O)NC(=O)NC1=O
 : 2%, 9%, 12%, -1, 3%, 0.1, -1%, 0.6
- CCOc1ccc(-n2c(O)c(C=NCCN(CC)CC)c(=O)[nH]c2=O)cc1
 : -2%, -5%, -1%, 0, -12%, -0.7, -2%, -0.6

# Reformatted bar-delimited: part of the list above
Molecule | PLK1 PBD block | EPAC1 ag | EPAC1 antag | PI5P4Ka inh | WRN helicase inh | CCT modulator | EPAC2 agonist | IL2 activator
C=CCN1C(=O)NC(=O)/C(=C/c2ccc(OC)c(COc3ccc(NC(C)=O)cc3)c2)C1=O | 11µM* | -1% | -2% | -66* | 45µM* | -0.3 | 7% | 1.3
Cc1ccc(-n2nc(C)c3c2NC(=O)CSC3c2ccc3c(c2)OCO3)cc1 (stereo not drawn) | ? | 1% | -11% | -18 | -23%[57.1 µM] | -2.9 | 4% | -0.1
Cc1cccc(NP(=O)(Oc2ccccc2)Oc2ccccc2)c1C | -4% | -7% | -2% | 15 | 0% | 1.0 | 16% | -3.3
CCOc1ccc(-n2c(O)c(C=NCCN(CC)CC)c(=O)[nH]c2=O)cc1 | -2% | -5% | -1% | 0 | -12% | -0.7 | -2% | -0.6
O=c1[nH]c2ccccc2n1C1CCN(C(c2ccccc2OC(F)(F)F)c2nnnn2Cc2ccccc2)CC1 (stereo not drawn) | -4% | -6% | -11% | 5 | -11% | 0.2 | -2% | -0.9
O=C1C2CCCC1C(N1CCCC1)CC2 (stereo not drawn) | -23% | 0% | -7% | -1 | -7% | -1.1 | 13% | -2.1

# New compounds follow
# Each structure is followed by: PLK1 PBD block, EPAC1 ag, EPAC1 antag, PI5P4Ka inh, WRN helicase inh, CCT modulator, EPAC2 agonist, IL2 activator
- C[N+]1(C)[C@@H]2CC[C@H]1CC(OC(=O)C(c1ccccc1)c1ccccc1)C2 (stereo partly drawn)
 : 21µM*, -6%, -22%, -5, -9%, -0.6, -4%, 1.1
- c1ccc(N2[C@@H]3CC[C@H]2c2ccccc2C3)cc1
 : -7%, -4%, -7%, -2, -2%, -2.5, 14%, 0.2
- CN1C(=O)C(=Cc2ccc(N3CCOCC3)o2)C(=O)N(C)C1=S
 : 65%[activator], 10%, 1%, -3, -22%[57.1 µM], 1.6, 16%, -0.8
- C[C@]12CC[C@H](O)CC1=CCC1C2CC[C@@]2(C)C1C[C@@H](O)[C@@H]2O (stereo partly drawn)
 : 2%, 9%, -6%, 4, -6%, 0.1, 3%, 5.8
- CN1C(=O)C(=Cc2ccccc2OCCOc2ccc([N+](=O)[O-])cc2)C(=O)N(C)C1=O
 : 3µM*, 3%, -16%, ?, -17%, -2.4, 5%, -4.1
- O=C(CSC1c2ccccc2-c2ccccc21)N/N=C/c1ccccc1O
 : -3%, 23%, -10%, /, -21%, 0.8, 7%, 26
- CN1CCN(c2cc(N3CCNCC3)ccc2[N+](=O)[O-])CC1
 : -8%, 10%, 11%, 2, -17%, -1.2, -1%, 0.5
- C#C[C@]1(O)CC[C@H]2[C@@H]3CCC4=CC(=O)CC[C@]4(C)[C@H]3CC[C@@]21C
 : -4%, -24%, -3%, -5, 5%, -0.3, 2%, 0.2
- c1cc2c(cc1N1CCCCC1)C1CC2CCN1 (stereo not drawn)
 : -10%, 7%, -8%, 1, -11%, 2.5, 9%, 0.0
- Cn1cc(C(=O)N2CCCCC2)c2ccccc21
 : -14%, -6%, -19%, 3, -1%, -1.2, 7%, -1.2
- CC(C)(C)c1ccc(O)c(N=Cc2c(O)ccc3ccccc23)c1
 : 29%, 11%, 1%, -3, -2%[57.1 µM], -1.0, -7%, -3.7
- Cc1nc2cc([N+](=O)[O-])ccc2c(=O)n1-c1cccc(Br)c1
 : 0%, 10%, -4%, 12, -1%, 0.1, 6%, 3.5
- COc1cccc(-c2cc(C(F)(F)F)n3nc(C(=O)N4CCC5(CC4)OCCO5)cc3n2)c1
 : -7%, 11%, -12%, /, -2%, -1.5, 12%, 0.8
- C[C@]12CCC3C(CCC4=C/C(=N/OCC(=O)NC(CCC(N)=O)C(=O)O)CC[C@@]43C)C1CCC2O (stereo partly drawn)
 : -3%, -1%, -12%, -3, 2%, 0.5, 3%, -1.4
- CCOc1ccc(C2CC(c3c(O)n(C)c(=O)n(C)c3=O)=NN2)cc1 (stereo not drawn)
 : -4%, 7%, -10%, -4, 0%, -2.5, 0%, -1.5
- CCOC(=O)c1c(C)n(Cc2ccccc2)c2ccc(OCC(O)CN3C(=O)CNC3=O)cc12 (stereo not drawn)
 : -1%, 13%, -3%, /, -17%, 1.4, 12%, -0.6
- C[C@@H]1CCC2[C@@H](C)C(=O)O[C@@H]3OC4(C)CCC1[C@@]23OO4 (stereo partly drawn)
 : 7%, 13%, -10%, -20, 5%, 0.2, -3%, -0.2
- Cc1ccccc1-n1c(O)c(C=Nc2ccc3c(c2)OCO3)c(=O)[nH]c1=O
 : -13%, 6%, -26%, -10, -1%, 0.0, -6%, 0.3
- CCOP(=O)(OCC)C(O)c1cccc([N+](=O)[O-])c1 (stereo not drawn)
 : 1%, -12%, 3%, -4, -5%, 2.0, -2%, -3.9
- CN1CCN(c2ccc(C(N)=O)cc2N)CC1
 : -1%, -3%, -11%, 1, 4%[57.1 µM], -7.2, -3%, 0.5
- CC(=O)O[C@@H]1[C@H]2CC[C@@H]3[C@]1(C[C@@H](OC(C)=O)[C@@]1(O)C([C@@H]4O[C@@H]4C1(C)C)[C@]3(C)O)C[C@@]2(C)O (stereo partly drawn)
 : 1%, -15%, 11%, -6, 0%, -0.9, 10%, 2.2
- O=C1C[C@@H](c2ccc(O)cc2)Oc2cc(O)cc(O)c21
 : 5%, /, -7%, -4, 3%, -1.6, -2%, -0.3
- COc1ccc2[nH]cc(C(=O)CN(C)C)c2c1
 : -5%, -15%, 7%, 7, 3%, -2.9, 14%, 0.0
- CC(C)C1CN1CC(O)Cn1ccnc1[N+](=O)[O-] (stereo not drawn)
 : 0%, 5%, -13%, -10, -6%, 1.2, 11%, -0.3
- COC(=O)C1=C(c2ccc(OC)c(OC)c2)C[C@@H]2CC[C@H]1N2C(=O)N1CCC(C)CC1
 : 0%, 4%, 3%, -3, 5%, -0.6, -3%, -0.2
- C=CC[C@@H](CC(=O)N(CCO)Cc1ccccc1)C(=O)NC[C@H](OC(=O)[C@@H](CC=C)CC(=O)OC(C)(C)C)c1ccccc1
 : -7%, -18%, -29%, 6, -8%, 0.9, -5%, -0.8
- Cc1ccccc1-n1c(O)c(/C=C/C=Nc2ccccc2)c(=O)[nH]c1=O
 : 74%[activator], 89µM*, 64%[activator], ?, ?, -2.0, ?, 7.0
- CNC(=O)OCCc1nccn1C
 : 0%, 7%, 17%, 2, -32%[57.1 µM], -4.1, -3%, 0.0
- O=C1CC=C2C3CC4N(CCC45c4cc(O)c(O)cc4N1C25)CC3=CCBr (stereo not drawn)
 : 5.3µM*, 6%, -22%, -70*, 28µM*, -1.6, 5%, -1.2
- O=C(NC1CC2CCCC(C1)N2)c1ccccc1 (stereo not drawn)
 : -7%, -5%, -6%, 1, 2%, -1.4, -2%, 0.2
- O=c1[nH]c(=S)[nH]c(O)c1N=Nc1ccc(S(=O)(=O)N2CCOCC2)cc1
 : ?, -14%, 4%, -55*, -1%[11.6 µM], 2.8, -3%, -0.2
- COc1ccc(P2(=O)Nc3ccccc3N2)cc1
 : -25%, 8%, 3%, -6, -20%, 1.2, 9%, -0.1
- CSCCC(c1nnnn1-c1c(C)cccc1C)N1CCC2(CC1)C(=O)NCN2c1ccccc1 (stereo not drawn)
 : -12%, 10%, -4%, 0, -4%, -0.8, 20%, -0.9
- CC1(C)C2CC=C(CN3CCOCC3)C1C2 (stereo not drawn)
 : -6%, 11%, 6%, /, 8%, -6.0, -1%, -1.8
- Cc1cc(OCC(=O)NC(Cc2ccc(Cl)cc2)C(=O)O)c2c3c(c(=O)oc2c1)CCC3 (stereo not drawn)
 : -13%, -1%, -4%, 0, -4%, -0.7, 8%, 0.2
- O=C(c1cc2cc(F)ccc2[nH]1)N1CCC2(CC1)OCCO2
 : -20%, 4%, -7%, -6, 4%, 0.2, 10%, 0.5
- O=C(CSC1c2ccccc2-c2ccccc21)N/N=C/c1ccc(C(=O)O)cc1
 : -10%, -2%, 4%, -16, -1%, -4.6, 6%, -1.7
- O=P(OCC(F)(F)C(F)F)(N1CCOCC1)N1CCOCC1
 : 0%, 3%, 17%, -4, -1%, -0.4, 0%, 0.1
- CC1=NCCc2c1[nH]c1cc(O)ccc21
 : 1.2µM*, 112µM*, 71%[activator], -3, -28%, -1.1, 100µM*, 7.9
- CN1C(=O)C(=Cc2ccc(SC3CCCCC3)o2)C(=O)N(C)C1=O
 : 0.6µM*, 2%, 19%, -6, -32%, -2.3, -2%, -0.9
- O=C(COc1ccccc1)N1CCN(CCN2C(=O)c3cccc4cccc(c34)C2=O)CC1
 : 17µM*, -3%, -37%, 13, 1%[57.1 µM], 0.4, 2%, 0.1
- O=c1c2ccccc2nc(/C=C\c2ccccc2[N+](=O)[O-])n1-c1ccccc1O
 : 2%, 11%, ?, -2, -28%, 1.6, 3%, -4.1
